Bioassay records deposited in PubChem by several laboratories.
BaF3 tox – counter-screen for JAK2V617F inhibitors: parental Ba/F3 viability inhibitors. CellTiter-Glo ATP luminescence. inhibition, % at 5.6 µM. hit rate 1.1% among 220,000. AID 1486;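 active = inhibition above a per-campaign cutoff, the mean inhibition of all tested compounds plus 3 SD, cut at about 27% in these data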;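 also: 0% = DMSO wells and 100% = JAK Inhibitor I control wells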
NPY-Y2 PAM-ag – human NPY-Y2 potentiation or agonism, primary screen; hit rate 0.45% among 220,000; cells expressing NPY-Y2, potentiator/agonist read-out; P49146; activation, % at 3.6 µM; in the data active = activation above about 27%;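 also: cells stimulated with NPY near EC25 plus isoproterenol at EC100; 0% = vehicle plus submaximal agonist and 100% = vehicle plus saturating agonist; some results beyond the cut were filed as inactive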
Target sequence (P49146 whole entry, looked up): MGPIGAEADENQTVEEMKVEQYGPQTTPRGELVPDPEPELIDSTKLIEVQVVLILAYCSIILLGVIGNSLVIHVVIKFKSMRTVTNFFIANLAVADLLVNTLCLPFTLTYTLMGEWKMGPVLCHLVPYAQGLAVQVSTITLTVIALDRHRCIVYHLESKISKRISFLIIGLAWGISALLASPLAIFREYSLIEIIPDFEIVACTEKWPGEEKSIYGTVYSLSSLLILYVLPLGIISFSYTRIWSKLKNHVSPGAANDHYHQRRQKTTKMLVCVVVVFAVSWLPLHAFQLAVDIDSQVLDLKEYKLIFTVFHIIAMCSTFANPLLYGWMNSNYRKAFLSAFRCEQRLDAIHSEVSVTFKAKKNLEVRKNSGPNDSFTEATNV
S1P4 ag – agonists of human S1P4 receptor. hit rate 0.35% among 220,000. activation, % at 4.98 µM. O95977. S1P4-expressing cell line, agonist reporter assay; in the data active = activation above about 11%;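 also: 0% = DMSO vehicle and 100% = reference agonist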
Target sequence (O95977 whole entry, looked up): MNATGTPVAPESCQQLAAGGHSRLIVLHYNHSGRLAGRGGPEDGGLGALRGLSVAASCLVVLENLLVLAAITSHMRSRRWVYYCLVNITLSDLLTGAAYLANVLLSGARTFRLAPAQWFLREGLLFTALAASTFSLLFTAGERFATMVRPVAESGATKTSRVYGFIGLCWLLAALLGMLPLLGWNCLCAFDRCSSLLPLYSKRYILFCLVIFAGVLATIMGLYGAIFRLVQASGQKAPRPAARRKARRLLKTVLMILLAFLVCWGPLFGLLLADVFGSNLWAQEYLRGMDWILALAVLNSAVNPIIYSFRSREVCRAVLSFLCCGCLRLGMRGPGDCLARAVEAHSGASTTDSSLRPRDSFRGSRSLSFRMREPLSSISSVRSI
CHOP inh – blocks CHOP induction under ER stress; CHO-K1 CHOP-promoter luciferase, tunicamycin-induced, 15-18 h; inhibition, % at 10 µM; hit rate 3.8% among 220,000; AID 2732;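 active = compounds that reduced the stress-induced luciferase reporter signal by more than about 70% of percent inhibition, limit read from the data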;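 also: 0% = tunicamycin plus vehicle and 100% = wells without tunicamycin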
NPY1 pot ag – potentiators or agonists of human neuropeptide Y receptor Y1 | activation, % at 3.6 µM | hit rate 0.37% among 220,000 | AID 1304 | NPY-Y1 expressing cells, potentiator/agonist activation; in the data active = activation above about 33%, passing the limit was not always enough;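 also: cells stimulated with NPY at EC10 then isoproterenol at EC100; 0% = low agonist plus stimulus and 100% = saturating agonist plus stimulus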
Ba/F3 V617F tox – lowers viability of Ba/F3 cells expressing EpoR and JAK2V617F; hit rate 1.1% among 220,000; inhibition, % at 5.6 µM; ATP luminescence; AID 1446;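 active = inhibition above the campaign mean plus 3 SD over all tested compounds, cut at about 24% in these data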;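 also: cytokine-independent growth of Ba/F3 cells driven by EpoR plus mutant JAK2; 0% = DMSO-treated cells and 100% = JAK inhibitor I control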
p47phox inh – p47phox (human) inhibition | P14598 | p47phox/p22phox peptide binding, fluorescence polarization, 2 h | inhibition, % at 24.7 µM | hit rate 0.53% among 220,000 | AID 1274;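 active = inhibition above about 30%, limit read from the data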;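 also: 0% = p47phox with labelled peptide and 100% = labelled peptide alone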
NPY Y1 blocker – blocks the human neuropeptide Y Y1 receptor. P25929. HEK293-CNG Y1 cells, membrane potential fluorescence; NPY at EC95, then isoproterenol. inhibition, % at 3.6 µM. hit rate 1% among 200,000. AID 1040;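 active = inhibition above the campaign mean inhibition of all tested compounds plus 3 SD, cut at about 20% in these data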;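 also: 0% = DMSO wells given NPY plus isoproterenol and 100% = isoproterenol alone without NPY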
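Benchmarks – high control isoproterenol alone, low control NPY with isoproterenol · Material – HEK293 Y1/CNG channel cell line · Times – dye 3 h, compound 60 min room temperature, stimulation 45 min · Probe or stimulus – NPY (25 nM), isoproterenol (1 µM), Ro 20-1724 (25 µM) · Evaluation – % inhibition of NPY effect · Signal – fluorescence, membrane potential probe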
S1P4 antag – human S1P4 receptor antagonism | O95977 | S1P4-expressing cells, antagonist mode, reporter read-out | inhibition, % at 4.98 µM | hit rate 0.26% among 220,000 | AID 1510; in the data active = inhibition above about 29%;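 also: 0% = wells stimulated with agonist and 100% = vehicle wells without agonist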
An asterisk follows results filed as active; / = not tested or not shown.

SMILES	BaF3 tox	NPY-Y2 PAM-ag	S1P4 ag	CHOP inh	NPY1 pot ag	Ba/F3 V617F tox	p47phox inh	NPY Y1 blocker	S1P4 antag
Nc1cc(OC(=O)c2ccccc2Br)nn1S(=O)(=O)c1ccccc1	1	2	0.7	-3	3	-1	-8	-2	-18
CCn1c(CSc2nc(C)cs2)nc2cc(S(=O)(=O)N(C)C)ccc21	1	6	-1.5	6	-4	1	-7	-3	-5
O=C(c1cc2c(s1)CCCC2)n1cccn1	2	1	2.1	58	-16	-4	-18	4	-29
CC(=O)Nc1ccc(C(=O)N/N=C/c2ccncc2)cc1	4	11	0.9	-4	-10	1	-6	0	5
CCn1c(SCC(=O)Nc2nc(-c3ccc(C)cc3)cs2)nnc1-c1ccccc1	2	-6	1.7	40	-6	0	-15	0	1
C=CCn1c(SCC(=O)NCC2CCCO2)nnc1-c1ccccc1 (centres undefined)	13	-16	-1.3	0	-3	5	-3	2	2
CCOC(=O)Cn1c(=NC(=O)c2cc(-c3cccs3)nc3ccccc23)sc2cc(S(N)(=O)=O)ccc21	3	-7	4.5	27	-2	3	-19	0	-6
Cn1nccc1NS(=O)(=O)c1ccc(NC(=O)C(F)(F)F)cc1	-6	-15	-0.5	9	5	1	-13	/	-1
COc1cc(/C=N/NC(N)=S)ccc1OCc1ccc(C)cc1	48*	-4	-0.2	64	-12	60*	-16	2	-3
Cc1onc(-c2c(F)cccc2Cl)c1C(=O)c1ccccc1O	0	3	0.3	9	-4	0	-13	/	20
CCc1cc2c(cc3c(=O)n(CC(=O)NCCCN(CC)CC)nc(CC)n32)s1	8	-1	0.6	19	-20	1	-2	7	-7
Cc1ccc(CCNC(=O)C2CCCN(S(=O)(=O)c3c(C)noc3C)C2)cc1 (centres undefined)	2	-9	-0.1	19	2	-2	-3	-3	-6
Cc1ccc2c(COC(=O)c3n[nH]c4ccccc34)cc(=O)oc2c1	4	-8	0.0	50	-16	0	-38	4	-15
O=C(c1ccccc1[N+](=O)[O-])N1CC2C3C=CC(C3)C2C1 (centres undefined)	11	0	1.9	4	4	2	-12	6	-11
C/C(=N\NC(=O)C1CC1c1ccccc1)c1ccc(C)s1 (centres undefined)	0	-1	1.2	60	-3	-2	-3	-4	2
O=C(c1ccc(Cl)nc1)N1CCN(S(=O)(=O)c2ccccc2)CC1	-5	5	0.5	-16	-8	1	-4	/	-1
COc1ccc(C2CC(c3ccc(F)cc3)Nc3nc(N)nn32)cc1 (centres undefined)	3	12	1.4	13	3	-5	-7	4	1
O=c1cc(COc2ncnc3c(Cl)cc(Cl)cc23)nc2sccn12	-3	3	1.7	10	8	-4	1	/	3
CCOc1ccc(C(=O)Cc2cc(OC)c(OC)cc2[N+](=O)[O-])cc1	0	-8	-0.7	2	17	2	3	0	7
Cc1cccc(N(C)C(=O)c2coc(=O)c3ccccc23)c1	2	11	-0.1	-19	-11	-3	4	-6	-1

A different layout for part of the listing above:
SMILES | BaF3 tox | NPY-Y2 PAM-ag | S1P4 ag | CHOP inh | NPY1 pot ag | Ba/F3 V617F tox | p47phox inh | NPY Y1 blocker | S1P4 antag
CCOC(=O)Cn1c(=NC(=O)c2cc(-c3cccs3)nc3ccccc23)sc2cc(S(N)(=O)=O)ccc21 | 3 | -7 | 4.5 | 27 | -2 | 3 | -19 | 0 | -6
Cn1nccc1NS(=O)(=O)c1ccc(NC(=O)C(F)(F)F)cc1 | -6 | -15 | -0.5 | 9 | 5 | 1 | -13 | / | -1
COc1cc(/C=N/NC(N)=S)ccc1OCc1ccc(C)cc1 | 48* | -4 | -0.2 | 64 | -12 | 60* | -16 | 2 | -3
Cc1onc(-c2c(F)cccc2Cl)c1C(=O)c1ccccc1O | 0 | 3 | 0.3 | 9 | -4 | 0 | -13 | / | 20
CCc1cc2c(cc3c(=O)n(CC(=O)NCCCN(CC)CC)nc(CC)n32)s1 | 8 | -1 | 0.6 | 19 | -20 | 1 | -2 | 7 | -7
Cc1ccc(CCNC(=O)C2CCCN(S(=O)(=O)c3c(C)noc3C)C2)cc1 (centres undefined) | 2 | -9 | -0.1 | 19 | 2 | -2 | -3 | -3 | -6
Cc1ccc2c(COC(=O)c3n[nH]c4ccccc34)cc(=O)oc2c1 | 4 | -8 | 0.0 | 50 | -16 | 0 | -38 | 4 | -15
O=C(c1ccccc1[N+](=O)[O-])N1CC2C3C=CC(C3)C2C1 (centres undefined) | 11 | 0 | 1.9 | 4 | 4 | 2 | -12 | 6 | -11
C/C(=N\NC(=O)C1CC1c1ccccc1)c1ccc(C)s1 (centres undefined) | 0 | -1 | 1.2 | 60 | -3 | -2 | -3 | -4 | 2
O=C(c1ccc(Cl)nc1)N1CCN(S(=O)(=O)c2ccccc2)CC1 | -5 | 5 | 0.5 | -16 | -8 | 1 | -4 | / | -1
COc1ccc(C2CC(c3ccc(F)cc3)Nc3nc(N)nn32)cc1 (centres undefined) | 3 | 12 | 1.4 | 13 | 3 | -5 | -7 | 4 | 1
O=c1cc(COc2ncnc3c(Cl)cc(Cl)cc23)nc2sccn12 | -3 | 3 | 1.7 | 10 | 8 | -4 | 1 | / | 3
CCOc1ccc(C(=O)Cc2cc(OC)c(OC)cc2[N+](=O)[O-])cc1 | 0 | -8 | -0.7 | 2 | 17 | 2 | 3 | 0 | 7
Cc1cccc(N(C)C(=O)c2coc(=O)c3ccccc23)c1 | 2 | 11 | -0.1 | -19 | -11 | -3 | 4 | -6 | -1

Next part.
SMILES	BaF3 tox	NPY-Y2 PAM-ag	S1P4 ag	CHOP inh	NPY1 pot ag	Ba/F3 V617F tox	p47phox inh	NPY Y1 blocker	S1P4 antag
COCCn1nnnc1CN1CCOCC1	2	15	-1.2	1	-6	-2	-9	-1	0
O=C(CN1CCCCCC1)Nc1cccc([N+](=O)[O-])c1	6	-5	4.9	6	5	2	1	2	0
COC(=O)C1=C(C)NC(=O)NC1c1ccsc1 (centres undefined)	-1	9	-0.5	56	2	-3	-7	0	-4
COc1cc(/C=N/N=C/c2c[nH]c(=O)c(C#N)c2Nc2ccccc2)ccc1O	-2	-4	0.3	-7	-16	-1	6	/	-15
COc1ccc(-c2ccc(=O)n(CC(=O)NCc3ccco3)n2)cc1	0	7	1.6	-1	4	2	-12	4	0
Cn1c(=O)n(C)c2cc([N+](=O)[O-])c(N3CCN(C(=O)C(C)(C)C)CC3)cc21	0	-1	-0.3	33	2	-3	8	3	-10
COc1cc(/C=C/C(=O)OCC(=O)N2CCOCC2)ccc1OCC#N	7	10	1.8	12	16	1	-9	-3	1
O=C(Nc1ccc(N2CCOCC2)cc1)C1CC(=O)N(c2ccc(Cl)cc2)C1 (centres undefined)	7	-9	-0.6	23	-11	-2	4	5	-4
Nc1cc(Nc2ccc(Br)cc2)nc(N)n1	-3	7	0.6	34	2	1	-22	/	-6
O=C(Nc1nc(-c2ccc(Cl)cc2)cs1)C1CCCO1 (centres undefined)	2	-8	-0.8	12	3	3	-10	0	6
CCCNC(=O)Nc1ccc2c(c1)N(C)C(=O)c1ccccc1S2	3	-3	0.1	34	-3	-3	-4	0	-23
CC1(C)CC(=O)C/C(=N\NC(=O)c2cccs2)C1	9	2	-0.1	18	6	3	1	-2	-8
CC(C)(C)n1ncc2c(=O)n(CC(=O)OCc3ccccc3)cnc21	0	1	4.6	67	7	-1	-6	1	-13
CCOc1cc(CNc2ccc(N3CCCCC3)cc2)cc(Br)c1OCC(=O)NC(C)(C)C	10	6	-2.7	17	6	-2	3	-6	-11
COc1ccc(S(=O)(=O)N(CCc2ccccc2)CC(=O)NC(C)C)cc1	2	6	-2.0	-16	17	-1	-7	3	0
COc1ccc(NC(C)C(=O)Nc2ccc(C(C)(C)C)cc2)cc1Cl (centres undefined)	1	14	1.4	55	6	-4	-1	-4	-26
COC(=O)c1sc(NC(=O)COc2cccc3ccccc23)nc1C	4	-11	0.6	-18	-3	0	-6	-1	-28
O=C(CSCc1n[nH]c(=O)[nH]1)NCCOc1cccc(Oc2ccccc2)c1	4	7	-0.8	2	-16	-3	-9	-2	-22
CCOC(=O)c1c(C)[nH]c(C)c1C(=O)COC(=O)c1cccc(S(=O)(=O)N(CC)CC)c1	0	-5	0.2	16	3	-1	-10	-3	-7
COc1ccc(-c2nc(-c3ccccc3)ncc2S(C)(=O)=O)cc1	2	5	-0.8	7	0	-1	-7	7	-3
COc1ccc(C(=O)Nc2ncc3c(n2)CC(c2ccco2)CC3=O)cc1 (centres undefined)	1	7	4.0	16	12	-1	-6	1	3
Cc1ccc2oc(=O)c3cc(C(=O)N4CCN(C)CC4)sc3c2c1	-2	-8	0.3	-8	-2	-2	0	/	-4
CCCc1cc(=O)[nH]c(SCC(=O)N2N=C(c3ccc(Cl)cc3)CC2c2ccco2)n1 (centres undefined)	4	-16	-0.2	37	6	-1	-24	-4	-21
CCOC(=O)CSc1nnc(-c2ccc(S(=O)(=O)N3CCOCC3)cc2)n1-c1ccccc1	3	-4	0.6	-21	0	5	-24	-5	-20
O=C(c1cnccn1)N(Cc1cccs1)C1(C(=O)NC2CCCC2)CCCCC1	4	-15	-0.8	32	-27	3	4	42*	-2
Cn1cc(CN2CCN(Cc3ccc4c(c3)OCO4)CC2)c(-c2ccccc2F)n1	5	6	1.6	5	8	-2	-12	13	-17
COc1cc(/C=C(/C#N)C(=O)Nc2ccccc2)c(Br)cc1OCc1ccc(C(=O)O)cc1	4	-15	0.3	80*	-22	0	4	/	10
CCOC(=O)C1=C(C)NC(=O)NC1c1ccc(OCC(=O)N2CCCCC2)cc1 (centres undefined)	3	-22	-1.3	22	-14	2	-4	0	-4
CN1CC(=O)NC1=NC(=O)c1cc(F)c(F)cc1Cl	3	-4	1.8	1	-1	-1	3	-1	-7
CCN(CC)c1ccc(C(NC(C)=O)NC(C)=O)cc1	3	13	3.1	-39	13	-1	2	4	1
O=C(O)c1oc2ccccc2c1CN1CCN(c2ccccc2)CC1	4	1	0.6	11	-24	-3	-10	-4	-8
OCCN(CCO)c1nc2ccccc2[nH]1	-1	-4	-0.9	7	22	-6	-177	/	9
O=S(=O)(c1ccc(N2CCCC2)cc1)C(F)(F)F	2	11	0.3	53	15	-1	-1	-3	-12
CCc1ccc(NC(=O)CSc2nc3n[nH]c(C)c3c(=N)n2-c2cccc(OC)c2)cc1	9	-15	-3.1	45	-1	0	-11	7	-4
COc1cc(C)c(Cl)cc1S(=O)(=O)n1ccnc1C	4	14	1.2	8	-40	0	-11	7	2
O=C(Nc1nnc(-c2ccccc2)s1)c1ccc(F)cc1	8	1	-1.6	103*	-1	4	8	2	-4
COc1ccc2[nH]c(=O)c(CN(Cc3ccco3)C(c3nnnn3Cc3ccccc3)C(C)C)cc2c1 (centres undefined)	3	-6	1.8	57	-23	2	-6	11	0
COc1ccccc1CNC(=O)CSC1=NCCS1	12	-8	0.5	11	16	-2	-2	1	-9
COc1cccc(F)c1C(=O)NC(=O)Nc1ccc2nc(C)oc2c1	1	9	0.5	0	21	-5	17	/	-4
COc1cc(CC(=O)OC2CCOC2=O)cc(OC)c1OC (centres undefined)	2	-5	-0.8	1	32	-1	-7	-2	3
COc1ccc(S(=O)(=O)NCCCCCC(=O)O)cc1C(=O)O	1	-1	-0.3	6	-11	-1	-1	3	-17
C=CCC(CC=C)(C(N)=O)c1ccccc1	7	0	2.3	0	4	6	1	0	-15
O=C(NN1CCOCC1)c1ccc(Br)s1	3	11	0.5	20	8	1	-5	-3	-2
